# Dicer inh: inhibitors of Dicer pre-microRNA processing, primary screen, biochemical, cat-ELCCA, chemiluminescence; cat-ELCCA pre-miR-21 Dicer processing; stronger effect = higher value; Endoribonuclease Dicer (Homo sapiens), Q9UPY3; z-score at 25 µM; hit rate 6% among 47,000; in the data active means z-score above about 3, passing the limit was not always enough;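 further: plate controls were vehicle for no effect and no enzyme for full effect; higher signal means more uncleaved substrate so more Dicer inhibition; strong numbers were not always called active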
# Target sequence (Q9UPY3 whole entry, looked up): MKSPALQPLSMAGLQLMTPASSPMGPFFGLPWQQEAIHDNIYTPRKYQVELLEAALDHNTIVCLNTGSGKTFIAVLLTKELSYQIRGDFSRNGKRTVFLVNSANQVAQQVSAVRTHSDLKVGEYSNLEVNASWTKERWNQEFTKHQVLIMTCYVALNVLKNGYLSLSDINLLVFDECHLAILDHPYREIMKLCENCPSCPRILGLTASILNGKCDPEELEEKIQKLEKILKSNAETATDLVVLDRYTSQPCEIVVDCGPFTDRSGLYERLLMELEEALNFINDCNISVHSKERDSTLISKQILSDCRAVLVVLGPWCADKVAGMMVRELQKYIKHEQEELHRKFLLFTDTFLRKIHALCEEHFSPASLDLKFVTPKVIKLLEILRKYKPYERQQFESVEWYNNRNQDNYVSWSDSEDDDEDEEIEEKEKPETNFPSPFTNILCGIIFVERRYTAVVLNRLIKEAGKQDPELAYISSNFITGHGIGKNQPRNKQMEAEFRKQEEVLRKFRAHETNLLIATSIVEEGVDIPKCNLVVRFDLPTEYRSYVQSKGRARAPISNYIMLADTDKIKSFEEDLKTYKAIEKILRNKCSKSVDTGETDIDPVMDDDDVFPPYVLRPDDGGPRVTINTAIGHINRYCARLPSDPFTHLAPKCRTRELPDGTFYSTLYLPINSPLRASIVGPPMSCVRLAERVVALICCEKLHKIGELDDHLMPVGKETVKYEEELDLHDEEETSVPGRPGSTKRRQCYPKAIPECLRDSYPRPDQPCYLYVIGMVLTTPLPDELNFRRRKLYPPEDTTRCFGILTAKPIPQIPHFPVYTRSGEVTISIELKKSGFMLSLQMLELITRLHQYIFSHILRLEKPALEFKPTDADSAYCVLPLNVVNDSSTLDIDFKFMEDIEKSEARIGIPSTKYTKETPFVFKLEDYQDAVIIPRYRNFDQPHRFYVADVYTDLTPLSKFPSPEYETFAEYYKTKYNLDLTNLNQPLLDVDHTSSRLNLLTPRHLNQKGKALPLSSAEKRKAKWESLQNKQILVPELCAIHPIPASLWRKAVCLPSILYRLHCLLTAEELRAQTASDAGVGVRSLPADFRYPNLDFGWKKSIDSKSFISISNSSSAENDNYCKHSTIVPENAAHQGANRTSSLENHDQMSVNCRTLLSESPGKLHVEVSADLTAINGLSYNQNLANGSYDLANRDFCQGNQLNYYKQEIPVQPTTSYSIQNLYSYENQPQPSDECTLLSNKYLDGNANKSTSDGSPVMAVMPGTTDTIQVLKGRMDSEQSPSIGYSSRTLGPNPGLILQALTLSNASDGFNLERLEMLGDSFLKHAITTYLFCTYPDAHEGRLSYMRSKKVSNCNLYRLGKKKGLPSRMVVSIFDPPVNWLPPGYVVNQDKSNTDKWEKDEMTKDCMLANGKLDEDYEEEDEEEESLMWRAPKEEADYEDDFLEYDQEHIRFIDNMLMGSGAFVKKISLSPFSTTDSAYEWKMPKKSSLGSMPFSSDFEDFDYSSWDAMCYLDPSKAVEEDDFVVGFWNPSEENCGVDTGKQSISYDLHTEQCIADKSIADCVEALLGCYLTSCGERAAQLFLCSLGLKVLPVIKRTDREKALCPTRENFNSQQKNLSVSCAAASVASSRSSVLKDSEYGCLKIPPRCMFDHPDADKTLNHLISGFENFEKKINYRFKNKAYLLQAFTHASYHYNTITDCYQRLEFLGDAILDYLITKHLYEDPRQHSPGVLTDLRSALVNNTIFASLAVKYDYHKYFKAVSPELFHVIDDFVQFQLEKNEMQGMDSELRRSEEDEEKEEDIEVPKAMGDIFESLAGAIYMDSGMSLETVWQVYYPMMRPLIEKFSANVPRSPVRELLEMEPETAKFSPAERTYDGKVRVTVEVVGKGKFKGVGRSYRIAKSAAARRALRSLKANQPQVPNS
# An asterisk follows results filed as active. The list is partial. The share of hits here may be higher or lower than overall.
SMILES,Dicer inh
CCOC(=O)Cn1c2c(c(C(F)(F)F)cc1=O)C(=O)CCC2,0.82
COc1cc([N+](=O)[O-])c(C#N)c(Cl)c1OC,-0.68
CC(C)(C)c1ccc(C(O)CCCN2CCC(C(O)(c3ccccc3)c3ccccc3)CC2)cc1 (stereo not drawn),0.27
CCOC(=O)c1sc(S(C)(=O)=O)c2c1CCc1cnoc1-2,-0.31
CCOc1ccc(NC2SC(=O)NC2=O)cc1 (stereo not drawn),0.57
Nc1ccc(SC(C[N+](=O)[O-])c2ccccc2C(F)(F)F)cc1 (stereo not drawn),-9.4
Nc1c(S(=O)(=O)c2ccc(Cl)cc2)cnc2cc(-c3ccccc3)nn12,-0.75
COc1ccccc1CSc1nc2ccccc2[nH]1,-0.35
Cc1cc(C)nc(SCC(=O)Nc2cc(C)on2)n1,8.5
O=C(Nc1ccc2ccccc2n1)Nc1cccs1,0.05
Cn1ncc2c(Sc3cccc4ccccc34)ncnc21,-6
COc1cc(C(=O)NNS(=O)(=O)c2ccccc2C)c(-n2c(C)ccc2C)cc1OC,-0.67
O=c1[nH]nc(/C=C/c2ccc(F)cc2)o1,0.67
O=S(=O)(c1ccccc1)c1cccs1,2.1
S=C(S)OC1CC2CC1C1CCCC21 (stereo not drawn),-1.2
CCOC(=O)c1c(NC(=O)CSc2nnc(C)c(=O)[nH]2)sc2c1CCCC2,3.3*
Cc1ccc(S(=O)(=O)N2CCC(C(N)=O)(N3CCCCC3)CC2)cc1,-0.71
CS(=O)(=NC(=O)c1ncc(C(F)(F)F)cc1Cl)c1ccc(C(F)(F)F)cn1 (stereo not drawn),11
O=C1CC(c2ccccc2F)c2c(n[nH]c2-c2ccc(Cl)cc2)N1 (stereo not drawn),-0.71
CCC(CC)C(=O)Nc1c2c(nn1-c1ccc(Cl)cc1)CSC2,0.94

# A draw from above in order of number of heavy atoms, falling.
SMILES,Dicer inh
COc1cc(C(=O)NNS(=O)(=O)c2ccccc2C)c(-n2c(C)ccc2C)cc1OC,-0.67
O=C1CC(c2ccccc2F)c2c(n[nH]c2-c2ccc(Cl)cc2)N1 (stereo not drawn),-0.71
Nc1ccc(SC(C[N+](=O)[O-])c2ccccc2C(F)(F)F)cc1 (stereo not drawn),-9.4

# Additional compounds:
SMILES,Dicer inh
CCCCCCNC(=O)NCCC(=O)O,-1.2
CCOC(=O)C1CCN(c2sccc2[N+](=O)[O-])CC1,0.88
Clc1ccc(CSc2ccccc2-n2cccc2)cc1,0.87
O=C1CC(c2ccco2)CC2=C1C(c1ccccc1O)n1c(nc3ccccc31)N2 (stereo not drawn),-0.79
CCN(c1ccccc1)C1SC(=O)NC1=O (stereo not drawn),2.1
O=[N+]([O-])c1ccc(-n2ccnc2)nc1-n1ccnc1,-1
Cc1ccc(S(=O)(=O)NC(=O)Nc2cn(-c3ccccc3)nc2-c2ccccc2)cc1,-2.8
COc1ccc(Nc2nc(N)nc(CSc3nc4ccccc4s3)n2)cc1,-0.17
CN(C)/C=C(\C#N)c1ccc(OCc2ccc(Cl)c(Cl)c2)cc1,1.3
N/C(CS(=O)(=O)c1cccs1)=N\OC(=O)Nc1ccc(Cl)cc1,2.2
CCOC(=O)NC(=O)c1cn(Nc2ccc(F)cc2F)c(=O)[nH]c1=O,-2.3
NS(=O)(=O)c1cccc2c1c([N+](=O)[O-])cc1nc(O)c(O)nc12,1.4
CCOc1ccc(C)cc1S(=O)(=O)n1ccnc1,0.21
NC(=O)C1CCN(C(=O)CN(CC(=O)N2CCC(C(N)=O)CC2)Cc2ccco2)CC1,0.68
CC(C)=NOC(=O)c1scc(S(C)(=O)=O)c1Cl,2.3
CC(C)c1[nH]nc2c1C1(C(=O)Nc3ccccc31)C(C#N)=C(N)O2 (stereo not drawn),-0.95
CCCCCn1c(NCCO)nc2c1c(=O)[nH]c(=O)n2C,3.6*
CCOC(=O)C(C(=O)OCC)c1c([N+](=O)[O-])c(=O)n(C)c2ccccc12,-1.6
Cc1ccnc(NS(=O)(=O)c2ccc(N)cc2)c1,1.9
CC1CCC(C(C)C)C(OCC(O)CN2CC(C)OC(C)C2)C1 (stereo not drawn),-0.41
CN(C)Cc1ccc(O)c(CN(C)C)n1,-1.7
O=S(=O)(CCN(Cc1cccs1)C(=S)Nc1cccc(F)c1)c1ccc(Cl)cc1,-1.9
N#C/C(=C\C=C\c1ccccc1)C(N)=S,-1.9
CCOc1ccc2nc(Nc3ncc4c(n3)CC(c3ccco3)CC4=O)nc(C)c2c1 (stereo not drawn),-0.29
Oc1cc2c(cc1C(c1ccc(C(F)(F)F)cc1)N1CCCC1)OCO2 (stereo not drawn),1.2
CCCCCOC(=O)C1=C(C)NC2=C(C(=O)CC(C)(C)C2)C1c1cccc(O)c1 (stereo not drawn),0.42
CCOc1ccccc1C(=O)NC(Nc1ncccn1)(C(F)(F)F)C(F)(F)F,-1
Cc1ccc2oc3c(c(=O)c2c1)C(c1ccc(O)cc1)N(CCCN(C)C)C3=O (stereo not drawn),-0.33
CCc1nc2oc(C(=O)c3ccccc3)c(N)c2c2c1COC(C)(C)C2,-0.73
COc1ccccc1-c1noc(CSc2nc(N)cc(=O)[nH]2)n1,2
CC(C)NCCn1c(-c2ccc(Br)cc2)cn2c3ccccc3nc12,0.36
CCOc1cccc(C(Nc2ccccn2)c2ccc3ccc(C)nc3c2O)c1O (stereo not drawn),0.08
COC(=O)CSCC(=O)Nc1ncc2c(n1)CC(C)(C)CC2=O,-0.23
CNC(=O)NC(=O)Cn1nc2n(c1=O)-c1ccccc1SC2,0.34
O=C(O)CCCC[C@@H]1SC[C@@H]2NC(=O)N[C@@H]21,-0.16
COc1ccccc1OCCn1c(C(F)(F)F)nc2ccccc21,-0.81
CCOc1ccccc1C1C2=C(Nc3c1c(=O)[nH]c(=O)n3CCOC)c1ccccc1C2=O (stereo not drawn),1.4
NC(=O)C1CCN(C(=O)C2CC(c3cccc(Br)c3)=NO2)CC1 (stereo not drawn),8.5
Cc1ccc(-c2nc3n(n2)C(=O)CC(c2ccc4c(c2)OCO4)S3)cc1 (stereo not drawn),-0.11
CCOc1ccc(C2C(C(=O)OCc3ccccc3)=C(C)NC3=C2C(=O)CC(C)(C)C3)cc1OC (stereo not drawn),0.34
CCOc1cccc(C2c3c(oc4ccccc4c3=O)C(=O)N2Cc2ccc3c(c2)OCO3)c1 (stereo not drawn),-0.13
CCOC(=O)c1csc(NC(C)=O)n1,-1.1
O=C1CC(c2ccccc2)CC(O)=C1C=Nc1ccc(Cl)cc1 (stereo not drawn),3*
CCOC(=O)C1=C(C)NC2=C(C(=O)CC(C)(C)C2)C1c1cc(Br)c(C)s1 (stereo not drawn),-1.6
CCSC1=C(C#N)C(c2ccc(OC)c(OC)c2)CC(=O)N1 (stereo not drawn),1.1
O=C(CSc1nc2ccccc2o1)Nc1ccc2c(c1)OCO2,-0.22
C#CC(C)(C)NS(=O)(=O)c1cc(Cl)c(Cl)cc1Cl,-0.24
COc1cccc(C(Nc2cc(C)ccn2)c2ccc3cccnc3c2O)c1 (stereo not drawn),7.7
COc1cc(C2NC(C(=O)O)CS2)ccc1OCc1ccc(C)cc1 (stereo not drawn),-0.93
Cc1cc(C)c(C#N)c(N2CCN(c3ccccc3)CC2)n1,3.2*
CC(C)=NNc1c(Cl)cc(Cl)cc1Cl,0.76
O=C1c2ccccc2S(=O)(=O)N1CC(O)Cn1ccc2ccccc21 (stereo not drawn),-0.76
Cc1ccc(S(=O)(=O)NC(=O)Nc2scc(C)c2C(=O)c2ccccc2)cc1,-2.1
CCOC(=O)N1CCN(S(=O)(=O)c2ccc(Br)cc2)CC1,1.2
CCOC(=O)CC(=O)CSc1nnc(C(F)(F)F)n1C,-0.23
Cn1ccnc1SCC(=O)Nc1nc2ccccc2s1,-0.98
CCOC(=O)C1=NN(c2ccc([N+](=O)[O-])cc2)C(C(=O)OCC)=NN1c1ccc([N+](=O)[O-])cc1,-0.75
CN(C)c1ccc(-c2nc3n(n2)C(c2ccncc2)C2=C(CC(C)(C)CC2=O)N3)cc1 (stereo not drawn),1.3
Cc1cccc(NC(=O)c2ccc(Cl)cc2)n1,3.1*
COc1cc(/C=N\n2cn[nH]c2=S)cc(OC)c1OC,0.12
# Next compounds follow:
SMILES,Dicer inh
Cc1cc(C)n2nc(COc3ccccc3)c(-c3ccccc3)c2n1,2.5
O=c1[nH]c(SCc2ccc(Cl)cc2)nc2c1CSC2,1.3
O=c1[nH]c2c(cnn2-c2ccccc2)c(=O)n1-c1ccc(Cl)cc1,1.4
O=C(Nc1ccc(N2CCC(n3cccc3)CC2)cc1)c1cccs1,2.4
Brc1ccc2[nH]c3nc(SCc4ccccc4)nnc3c2c1,0.01
CC(C)N(Cc1ccccc1)C(=O)c1c(F)cccc1Cl,-0.84
CC(C)(C)C1CCC(=O)C(C2(O)C(=O)Nc3ccc(Br)cc32)C1 (stereo not drawn),0.1
Fc1ccc(C2Sc3ccccc3N=C3c4ccccc4CCC32)cc1 (stereo not drawn),-2.3
CCOc1cc(C)c(Cl)cc1S(=O)(=O)n1ccnc1CC,0.5
CN(CCO)c1cc(C(F)(F)F)nc2ccccc12,-2.6
CCSCCOC(=O)C1=C(C)NC2=C(C(=O)CCC2)C1c1ccc(OC)c(OC)c1 (stereo not drawn),4.8*
Cc1ccc(C2C3=C(CCCC3=O)Nc3ncnn32)cc1 (stereo not drawn),1.1
Fc1ccc(C2CC(c3c(F)cccc3Cl)n3ncnc3N2)cc1 (stereo not drawn),-0.82
O=C1c2cccc3c2[C@H](CCC3)CN1[C@@H]1CN2CCC1CC2,-0.24
CCOC(=O)c1c(NC(=O)c2ccc(C(C)(C)C)cc2)nc(SC)n1-c1ccccc1OC,-0.77
COc1ccc(-c2cc(-c3nc4c5c(ncn4n3)CCC5)[nH]n2)cc1,-0.65
COc1cc(C(=O)O)c([N+](=O)[O-])c(OC)c1OC,0.89
Nc1nc(NC(=O)CCCC(=O)O)nn1-c1ccccc1,16*
CC(C(=O)O)N1C(=O)C2CCCCC2C1=O (stereo not drawn),0.89
O=C1/C(=C/c2ccc(-c3cc(C(F)(F)F)cc(C(F)(F)F)c3)o2)Cc2ccccc21,0.1

# A draw from above in order of length of the SMILES, rising:
SMILES,Dicer inh
CC(C(=O)O)N1C(=O)C2CCCCC2C1=O (stereo not drawn),0.89
CN(CCO)c1cc(C(F)(F)F)nc2ccccc12,-2.6
O=c1[nH]c(SCc2ccc(Cl)cc2)nc2c1CSC2,1.3
CC(C)N(Cc1ccccc1)C(=O)c1c(F)cccc1Cl,-0.84
CCOc1cc(C)c(Cl)cc1S(=O)(=O)n1ccnc1CC,0.5
COc1cc(C(=O)O)c([N+](=O)[O-])c(OC)c1OC,0.89
Fc1ccc(C2Sc3ccccc3N=C3c4ccccc4CCC32)cc1 (stereo not drawn),-2.3
Cc1cc(C)n2nc(COc3ccccc3)c(-c3ccccc3)c2n1,2.5
O=C1c2cccc3c2[C@H](CCC3)CN1[C@@H]1CN2CCC1CC2,-0.24
CC(C)(C)C1CCC(=O)C(C2(O)C(=O)Nc3ccc(Br)cc32)C1 (stereo not drawn),0.1
CCSCCOC(=O)C1=C(C)NC2=C(C(=O)CCC2)C1c1ccc(OC)c(OC)c1 (stereo not drawn),4.8*
CCOC(=O)c1c(NC(=O)c2ccc(C(C)(C)C)cc2)nc(SC)n1-c1ccccc1OC,-0.77
O=C1/C(=C/c2ccc(-c3cc(C(F)(F)F)cc(C(F)(F)F)c3)o2)Cc2ccccc21,0.1

# Further compounds
SMILES,Dicer inh
COc1ccc(Cc2nn3c(Cc4ccccc4)nnc3s2)cc1,-0.44
O=C(Nc1ccc(Br)cc1)N1CCN(c2ncc(Br)cn2)CC1,0.31
CCOC(=O)C1=C(C)Nc2ncnn2C1c1ccc(OC)c(OC)c1 (stereo not drawn),0.01
CC(C)(C)/C(O)=C/c1nc2ccccc2[nH]c1=O,-0.5
Clc1ccc2sc(Sc3ccccc3)nc2c1,-0.68
COc1ccc(COC(=O)C2=C(C)NC3=C(C(=O)CC(C)(C)C3)C2c2ccc(F)c(F)c2)cc1 (stereo not drawn),0.55
O=C(O)CCS(=O)c1ccccc1C(=O)O (stereo not drawn),0.19
CC[N+](CC)(CC(=O)Nc1c(C)cccc1C)Cc1ccccc1,0.66
CC1=C(C(=O)NN)Sc2ccccc2N1,-5.8
CN(NS(=O)(=O)c1ccc(C(F)(F)F)cc1)c1cnn(C)c(=O)c1Cl,-0.27
Cc1cc(C)c2[nH]c(=O)cc(C(=O)O)c2c1,0.03
CCOC(=O)N1CCc2c(sc(N)c2C#N)C1,-0.06
CC1C(O)C(C)C(c2ccccc2)N(C)C1c1ccccc1 (stereo not drawn),-1
CC(=O)Oc1ccc2c(c1)CCC1C3CCC(OC(C)=O)C3(C)C[C@](C)(O)C21 (stereo partly drawn),-1.6
COc1ccc(CCNc2oc(COc3ccccc3)nc2C#N)cc1,-0.48
COc1ccc(Nc2nc(C)c3c(n2)CC(C)CC3=O)cc1 (stereo not drawn),1.1
Fc1ccc(Cc2cn3cc(-c4ccc(Cl)cc4)nc3s2)cc1,-1.4
CCC(C)(C)C(=O)O[C@H]1C[C@@H](C)C=C2C=C[C@H](C)[C@H](CC[C@@H]3C[C@@H](O)CC(=O)O3)[C@H]21,-0.42
N#C/C(=C\C=C\c1ccccc1)c1nc(-c2ccc(Cl)cc2)cs1,0.09
Oc1c(C(c2ccccn2)N2CCCC2)ccc2cccnc12 (stereo not drawn),0.52
CCCCOC(=O)c1c(C)oc2ccc(NS(=O)(=O)c3cc(OC)ccc3OC)cc12,-0.97
COCCCN1C(=O)c2ccc3c(=O)n4c5ccc(Cl)cc5nc4c4ccc(c2c34)C1=O,-0.52
CC1=NN(c2ccc(Cl)cc2)C(=O)C1,-4.3
Cc1ccc(C)n1-c1ccc(C(=O)NNS(=O)(=O)c2ccc(F)cc2F)cc1,1.8
O=C(CN1C(=O)C(=O)c2ccccc21)Nc1ccccc1F,0.82
CC(C)CSc1scc(-c2ccc(Cl)cc2)c1C#N,19
Cc1ccc(S(=O)(=O)Nc2ccc(O)c3cccnc23)cc1,3.3*
Cc1nc2ccc(F)cc2c2c1CCN2c1ccccc1,-1.5

# Source: PubChem BioAssay
